Myeloid diff 2 – compounds promoting myeloid differentiation | calls only at 10 µM | ER-HoxA9 myeloid progenitors, lysozyme-GFP differentiation, flow cytometry | 1% of 360,000 active;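 active = normalized GFP-positive differentiation at or above the plate's own cutoff, the solvent-only control mean plus 3 SD; inconclusive = no clear call, values can overlap the other calls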;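 also: cells exposed to compound for four days before flow analysis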
Myeloid diff 2 GFP+ MAC1+ % – second read-out of Myeloid diff 2, no call of its own (marks repeat the call); GFP+ MAC1+ double positive, %; measured here: differentiation confirmed by MAC1 staining
Active calls of the source: *; i = inactive; ? = inconclusive; . = not tested or not shown. Some of the compounds tested; rates above refer to the full screens.

SMILES | Myeloid diff 2 | Myeloid diff 2 GFP+ MAC1+ %
Cc1ccc2c(c1)[C@H]1[C@H](CO2)[C@H](c2ccccc2)[C@]2(C)C(=O)Nc3cc(F)c(F)cc3C(=O)N12 | i | 1.1
CN(C(=O)COC(=O)c1ccc(Cl)c(S(=O)(=O)N2CCCCCC2)c1)C1CCS(=O)(=O)C1 (stereo not given) | i | 1.0
CC(=O)Nc1ccccc1C | i | 2.1
O=C(NNC(=O)c1ccc(Br)o1)c1ccc(NS(=O)(=O)c2cccs2)cc1 | i | 0.8
CC1Nc2ncnc(N3CCOCC3)c2N(Cc2ccccc2)C1=O (stereo not given) | i | 6.0
C[C@H](CO)N1C[C@H](C)[C@@H](CN(C)S(C)(=O)=O)Oc2c(NC(=O)Cc3ccccc3)cccc2C1=O | i | 1.8
COC(=O)c1ccc(Oc2nc3ccccc3n3c(C)nnc23)cc1 | i | 1.8
O=C(Cc1ccc(NC(=O)C2CCCN(C(=O)C3CCCCC3)C2)cc1)Nc1ccc(C(=O)N2CCOCC2)cc1 (stereo not given) | i | 0.1
O=C(Nc1ccc2c(c1)OCO2)c1cc(C2CCCCN2C(=O)c2ccc3ccccc3c2)on1 (stereo not given) | i | 0.9
COCOCCn1cc(CN2CCS(=O)(=O)N(Cc3ccc(-c4ccc(OC)cc4)cc3)C(C)C2=O)nn1 (stereo not given) | i | 0.3
C=CCn1c(C)cc(C(=O)CN2C(=O)c3ccccc3S2(=O)=O)c1C | i | 0.4
COc1ccc(C2CC(c3cccs3)=NN2S(=O)(=O)c2ccc(C)cc2)cc1 (stereo not given) | i | 1.1
CCCn1c(SCC(=O)Nc2cccnc2Cl)n[nH]c1=O | i | 0.8
O=C(Nc1ccccc1Cl)c1cc(C2CCCCN2C(=O)c2cccs2)on1 (stereo not given) | i | 1.3
Cc1cccc(C)c1NS(=O)(=O)c1cc2c3c(c1)CCN3C(=O)CC2 | i | 0.5
CCCn1ccnc1SC(C)C(=O)Nc1c(C)n(C)n(-c2ccccc2)c1=O (stereo not given) | i | 0.6
COC(=O)[C@@]1(C(C)C)N=C(c2cc(OC)c(OC)c(OC)c2)[C@]2(O1)C(=O)Nc1ccc(F)cc12 | i | 1.3
OC(CCc1ccncc1)c1ccccc1 (stereo not given) | i | 1.7
Cc1ccnc(NCc2cc(Cl)cc(Cl)c2O)c1 | i | 0.5
CSc1ccccc1NC(=O)CN(C)CC(=O)c1c(C)[nH]c2ccccc12 | i | 0.3
Cc1csc(SCC(=O)Nc2ccccc2C)n1 | i | 1.0
CCN(CC)Cc1cc(C(C)(C)C)cc(N2CCOCC2)c1O | i | 0.5
CC(C#N)N1CCN(S(=O)(=O)c2ccc3c(c2)CCC3)CC1 (stereo not given) | i | 0.3
Cc1ccc(S(=O)(=O)N2C[C@]3(O)C[C@@H]4C(=O)N(c5ccccc5)C(=O)[C@@H]4C[C@]3(OC(=O)NCc3ccccc3)C2)cc1 | i | 1.5
Cc1ccc(S(=O)(=O)NCc2ccccc2)cc1C(=O)NCC1CCCO1 (stereo not given) | i | 0.7
(cont.)
SMILES | Myeloid diff 2 | Myeloid diff 2 GFP+ MAC1+ %
CC(C)NC(=O)c1cc(C2CCCCN2C(=O)c2ccc(Cl)cc2)on1 (stereo not given) | i | 0.8
O=C(N/N=C/C=C/c1ccco1)C(O)c1ccccc1 (stereo not given) | i | 13
Cc1cc([N+](=O)[O-])c(NC2CCCCC2)c([N+](=O)[O-])c1 | i | 0.5
CC(=O)Nc1ccc(S(=O)(=O)NC2CC(=O)N(c3cccc(F)c3)C2)cc1 (stereo not given) | i | 0.9
COc1ccc(CNC(=O)CC[C@H]2O[C@@H](n3cc(C)c(=O)[nH]c3=O)C[C@@H]2O)cc1 | i | 2.0
CCc1nc2c(OCCn3cccc3)cccn2c1N(C)C(=O)c1ccco1 | i | 0.8
Cc1ccc(S(=O)(=O)N2C[C@@H]3CCCC[C@@H]3[C@@H](C)[C@H]2c2cn(Cc3ccccc3)c3ncccc23)cc1 | i | 0.9
CC(C)N(Cc1ccccc1)C(=O)COC(=O)C1CCCCC1 | i | 0.6
COc1cccc(C(O)c2ncc(-c3ccccc3OC)[nH]2)c1 (stereo not given) | i | 1.4
Cc1ccnc(NC(=O)c2ccc(Cl)c(S(=O)(=O)N3CCCCC3)c2)c1 | i | 0.4
CCNC(=S)NCc1ccc(Cl)cc1 | i | 0.5
CCN(CC)c1ccc(NC(=O)CCN2C(=O)c3ccccc3S2(=O)=O)c(C)c1 | i | 1.1
COc1ccccc1N1CC(C(=O)NC2CCCCCC2)CC1=O (stereo not given) | i | 0.7
C#CCOCCOCCOCCNc1nc(N2CCN(C(=O)[C@H](CCC(=O)O)n3cc([C@@H](N)[C@H](C)CC)nn3)CC2)nc(N2CCN(C(=O)[C@H](CCC(=O)O)n3cc([C@@H](N)CC(N)=O)nn3)CC2)n1 | i | 0.3
CCN1C(=O)[C@H]2[C@H]3CN=C(SCc4ccc(C(=O)OC)cc4)N3[C@@](Cc3ccccc3)(C(=O)OC)[C@H]2C1=O | i | 0.6
CCc1nc2c(OCc3ccccc3C(=O)OC)cccn2c1N(C)C(=O)CC(C)C | i | 0.3
C[C@H](CO)N1C[C@H](C)[C@@H](CN(C)C(=O)Nc2ccc(C(F)(F)F)cc2)Oc2ccc(NC(=O)c3ccncc3)cc2C1=O | i | 1.3
C/C(=C\C(=O)c1ccccc1)Nc1ccc(Br)c(Cl)c1 | i | 0.2
CCOC(=O)C1=CCN(S(=O)(=O)c2ccccc2[N+](=O)[O-])C1c1ccc(C)cc1 (stereo not given) | i | 1.4
CNC(=O)C[C@H]1C(=O)N(C2CCCCC2)C[C@@H]1c1ccc(Br)cc1 | i | 0.5
Cc1cc(S(=O)(=O)Nc2ccc(C(=O)NC3CC3)cc2)ccc1F | i | 0.5
Cc1c(C(=O)O)cccc1[N+](=O)[O-] | i | 2.1
COc1cc(NC(=O)C2=C(C)OCCS2)c(Cl)cc1C(=O)NCCCN1CCCC(C)C1 (stereo not given) | i | 0.9
CCOc1ncccc1C(=O)OCC(=O)NC1CCCCCC1 | i | 1.1
Cc1ccc(NC(=O)CCCN2C(=O)NC(C)(C)C2=O)cc1 | i | 0.3
Further records follow:
SMILES | Myeloid diff 2 | Myeloid diff 2 GFP+ MAC1+ %
CC1(C(=O)NS(=O)(=O)c2cccs2)CCN1C(=O)Cc1ccc(-c2ccccc2)cc1 (stereo not given) | i | 0.9
CCC(CC)c1nnc(NC(=O)c2cccc(S(=O)(=O)N3CCOCC3)c2)s1 | i | 0.5
COc1ccc(N(C)S(=O)(=O)c2ccc(Cl)c(C(=O)NNC(=O)c3ccccc3O)c2)cc1 | i | 1.3
Nn1c(SCC(=O)Nc2ccc(N3CCOCC3)cc2)nnc1-c1cccc(F)c1 | i | 1.0
CC(=O)[C@@]1(O)Cc2c(O)c3c(c(O)c2[C@H](O[C@H]2C[C@H](N)[C@H](O)[C@H](C)O2)C1)C(=O)c1ccccc1C3=O | ? | .
Cc1noc(C)c1COc1ccc(C(=O)NNC(=O)c2ccccc2O)cc1 | i | 0.6
O=C(C1CCCN(S(=O)(=O)c2ccc(F)cc2)C1)N1CCOCC1 (stereo not given) | i | 0.4
CSc1ncccc1C(=O)N1CCCC(Nc2ccc(F)c(F)c2)C1 (stereo not given) | i | 0.6
COc1ccc(OC)c(S(=O)(=O)Nc2ccccc2O)c1 | i | 0.7
CC(C)CCNC(=O)C1(C)CCN1Cc1ccc(-c2ccccn2)cc1 (stereo not given) | i | 1.4
COc1ccc(COC(=O)CCCN=C2NS(=O)(=O)c3ccccc32)cc1F | i | 0.7
CCCCn1nnnc1C(c1cc2ccccc2o1)N1CCN(C(=O)OCC)CC1 (stereo not given) | i | 1.1
CCN(CC)C(=O)C1=C(C)N(CCC2=CCCCC2)C(=O)C(CC(=O)NCCN2CCOCC2)C1 (stereo not given) | i | 3.7
NC(Cc1ccccc1)c1csc(Nc2ccc(C(F)(F)F)cn2)n1 (stereo not given) | i | 0.3
O=C(NC1CC1)c1cccc(-c2cncc3nccn23)c1 | i | 0.0
COc1ccc(-c2c(C#Cc3ccsc3)c3cc(-c4ccc5cc[nH]c5c4)ccc3n2C)cc1 | i | 2.3
COc1ccc(NS(=O)(=O)c2cccc(C(=O)NCC(c3ccco3)N3CCCCC3)c2)cc1 (stereo not given) | i | 0.8
COCCN(C(=O)COC(=O)CCOc1ccccc1)c1c(N)n(Cc2ccccc2)c(=O)[nH]c1=O | i | 0.9
C=CC[C@@H](CC(=O)N[C@@H](CO)Cc1ccccc1)C(=O)NCCOC(=O)[C@@H](CC=C)CC(=O)OC(C)(C)C | i | 1.8
CCN1C(=O)N[C@@H](c2ccc(Br)cc2)C(C(C)=O)=C1C | i | 2.3
COc1ccc(C(C)(C)C)cc1NC(=O)CCN1C(=O)NC(C)(C)C1=O | i | 1.5
CC(=O)c1cccc(NC(=O)C(C)OC(=O)CCC2CCCCC2)c1 (stereo not given) | i | 0.8
CNC(=O)c1c(NC(=O)CCS(=O)(=O)c2ccc(C)cc2)sc(C)c1C | i | 0.5
CC(C)(C)Cc1c(-c2cccc(Br)c2)nc2ccc(Br)cn12 | i | 0.0
Cc1ccc(F)cc1C(=O)N1CCCCC1c1cc(C(=O)Nc2ccc(F)c(Cl)c2)no1 (stereo not given) | i | 1.2

No new results follow: entries from further up.
SMILES | Myeloid diff 2 | Myeloid diff 2 GFP+ MAC1+ %
CC(C)CCNC(=O)C1(C)CCN1Cc1ccc(-c2ccccn2)cc1 (stereo not given) | i | 1.4
COc1ccc(COC(=O)CCCN=C2NS(=O)(=O)c3ccccc32)cc1F | i | 0.7
CCCCn1nnnc1C(c1cc2ccccc2o1)N1CCN(C(=O)OCC)CC1 (stereo not given) | i | 1.1
CCN(CC)C(=O)C1=C(C)N(CCC2=CCCCC2)C(=O)C(CC(=O)NCCN2CCOCC2)C1 (stereo not given) | i | 3.7
NC(Cc1ccccc1)c1csc(Nc2ccc(C(F)(F)F)cn2)n1 (stereo not given) | i | 0.3
O=C(NC1CC1)c1cccc(-c2cncc3nccn23)c1 | i | 0.0
COc1ccc(-c2c(C#Cc3ccsc3)c3cc(-c4ccc5cc[nH]c5c4)ccc3n2C)cc1 | i | 2.3
COc1ccc(NS(=O)(=O)c2cccc(C(=O)NCC(c3ccco3)N3CCCCC3)c2)cc1 (stereo not given) | i | 0.8
COCCN(C(=O)COC(=O)CCOc1ccccc1)c1c(N)n(Cc2ccccc2)c(=O)[nH]c1=O | i | 0.9
C=CC[C@@H](CC(=O)N[C@@H](CO)Cc1ccccc1)C(=O)NCCOC(=O)[C@@H](CC=C)CC(=O)OC(C)(C)C | i | 1.8
CCN1C(=O)N[C@@H](c2ccc(Br)cc2)C(C(C)=O)=C1C | i | 2.3
COc1ccc(C(C)(C)C)cc1NC(=O)CCN1C(=O)NC(C)(C)C1=O | i | 1.5
CC(=O)c1cccc(NC(=O)C(C)OC(=O)CCC2CCCCC2)c1 (stereo not given) | i | 0.8
CNC(=O)c1c(NC(=O)CCS(=O)(=O)c2ccc(C)cc2)sc(C)c1C | i | 0.5
CC(C)(C)Cc1c(-c2cccc(Br)c2)nc2ccc(Br)cn12 | i | 0.0
Cc1ccc(F)cc1C(=O)N1CCCCC1c1cc(C(=O)Nc2ccc(F)c(Cl)c2)no1 (stereo not given) | i | 1.2

(list continues)
SMILES | Myeloid diff 2 | Myeloid diff 2 GFP+ MAC1+ %
COc1ccc(S(=O)(=O)Nc2cc(S(=O)(=O)N3CCOCC3)ccc2OC)cc1 | i | 0.6
CCCCC1Cc2[nH]c(=S)[nH]c(=O)c2C(c2ccc3ccccc3c2)O1 (stereo not given) | i | 1.0
COC(=O)c1ccc(C(=O)OC)c(NC(=O)CSc2n[nH]c(N)n2)c1 | i | 1.7
COc1cccc2sc(=NC(=O)CS(=O)(=O)c3ccc(F)cc3)n(C)c12 | i | 2.6
N#Cc1cccc(S(=O)(=O)NCC(=O)OCC(=O)NCc2ccccc2)c1 | i | 0.9
C=CCC[C@@H](Cc1ccc(F)cc1)C(=O)OCCNC(=O)[C@@H](CC=C)CC(=O)N[C@@H](CO)Cc1ccccc1 | i | 0.9
COCC1=C(C(=O)OC(C)OC(=O)OC(C)C)N2C(=O)[C@@H](NC(=O)/C(=N\OC)c3csc(N)n3)[C@H]2SC1 (stereo not given in full) | i | 1.3
CC(=O)OCC(COC(C)=O)OC(C)=O | i | 2.6
O=C(COc1ccc(Br)cc1)OCC(=O)c1ccc[nH]1 | i | 0.4
CC(=O)c1ccc2cc3c(cc2c1)OCO3 | i | 0.5
C[C@@H]1CN([C@H](C)CO)C(=O)c2c(c3ccccc3n2C)-c2ccccc2CO[C@@H]1CN(C)C(=O)Nc1ccc2c(c1)OCO2 | i | 1.1
COc1ccc(C(=O)C[C@@H]2OC[C@H](C)N2S(=O)(=O)c2ccc(C)cc2)cc1OC | i | 2.4
Cc1ccc(C(=O)N=c2sccn2C)cc1S(=O)(=O)N1CCOCC1 | i | 0.9
C[C@@H](c1ccccc1)N1C[C@@H](COCc2ccccc2)Oc2cc(N3CCC[C@H]3CO)ccc2S1(=O)=O | i | 1.1
NC(=O)c1ccsc1NC(=O)COC(=O)c1cc(Cl)ccc1O | i | 1.2
CC(C)OC(=O)N(C)C[C@@H]1OCc2cnnn2CCCC(=O)N([C@@H](C)CO)C[C@H]1C | i | 0.7
O=C(OCc1cn([C@@H]2CN(Cc3cccs3)[C@@H](c3ccccc3)C[C@H]2O)nn1)c1ccccc1 | i | 1.6
O=C1C(=Cc2cccc(Cl)c2)Cc2ccccc21 | i | 0.5
CCCNC(=O)C1(C)CCCN(C(=O)c2cccc(OC(C)=O)c2C)C1 (stereo not given) | i | 0.8
CCC(C)N(C(=O)CSc1ncnc2sccc12)C1CCS(=O)(=O)C1 (stereo not given) | i | 1.4
COc1ccc(C(C)NC(=O)C2CCN(CCOc3ccc(Cl)cc3Cl)CC2)cc1OC (stereo not given) | i | 1.0
O=C1NC(=O)C(c2ccccc2)(c2ccc(Cl)cc2Cl)N1 (stereo not given) | i | 1.4
COCCn1c(SCC(=O)Nc2cc(C)on2)nc2ccccc2c1=O | i | 0.5
Cc1cccc(NS(=O)(=O)c2cccc(C(=O)N3CCCCCCC3)c2)c1 | i | 1.9
Cc1ccc(C)c(N2CCN(C(=O)CCc3nc(-c4ccc(Br)cc4)no3)CC2)c1 | i | 1.1
